# Bioassay records: PubChem, several laboratories
# V-ATPase pH: alters yeast V-ATPase proton transport; S. cerevisiae, pHLuorin cytosolic pH fluorescence; response, % at 10 µM; actives 0.37% (n = 350,000); in the data active = response mostly above about 7.3%, no sharp cut-off; inactive = mostly below about 5.4%; note: actives read high; inactives centre near 0; some compounds called inactive have numbers as strong as hits; reference of the scale not given here
# HTR5A ag ctr: activates human HTR5A in OPRM1-OPRD1 agonist counter-screen; activation, % at 9.3 µM; AID 504692; actives 0.61% (n = 340,000); HTR5A agonist assay, luminescence, cell-based; in the data active = activation mostly above about 9.5%, no sharp cut-off; inactive = mostly below about 7.6%;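 note: 0% = cells with vehicle only and 100% = reference agonist; strong numbers were not always called active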
# HTR5A inv ag: inverse agonist of human HTR5A in OPRM1-OPRD1 counter-screen | P47898 | AID 504634 | inhibition, % at 9.3 µM | actives 0.083% (n = 340,000) | HTR5A cell line, luminescence, inverse agonism; in the data active = inhibition mostly above about 23%, no sharp cut-off; inactive = mostly below about 18%;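 note: 0% = cells with DMSO and 100% = no-cell wells with DMSO; some compounds called inactive have numbers as strong as hits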
# dFosB act: activators of mouse delta FosB homodimer; P13346; purified delta FosB, TAMRA-CDK5 oligo fluorescence polarization; percent of positive-control signal above neutral wells; activation, % at 25 µM; actives 0.99% (n = 340,000); AID 493131;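 active = mean activation above about 17%, with every replicate also reaching it, limit read from the data, passing the limit was not always enough; inconclusive = only one of the two conditions met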;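 note: fluorescence polarization rise as delta FosB binds a TAMRA Cdk5 AP-1 oligo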
# Wnt bcat act: activators of Wnt/beta-catenin signaling; activation, % at 9.35 µM; Wnt/beta-catenin reporter cell assay, activator, plate reader; actives 1.2% (n = 300,000); AID 743398; in the data active = activation above about 30%, passing the limit was not always enough; inconclusive = no clear call, values can overlap the other calls;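 note: 0% = neutral control wells and 100% = positive control wells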
# NSD2 HMT inh: blocks human histone methyltransferase NSD2; O96028; NSD2 peptide methylation, AlphaScreen, 120 min; inhibition, % at 12.5 µM; actives 0.54% (n = 310,000); in the data active = inhibition above about 50%
# Target sequence (O96028 whole entry, looked up): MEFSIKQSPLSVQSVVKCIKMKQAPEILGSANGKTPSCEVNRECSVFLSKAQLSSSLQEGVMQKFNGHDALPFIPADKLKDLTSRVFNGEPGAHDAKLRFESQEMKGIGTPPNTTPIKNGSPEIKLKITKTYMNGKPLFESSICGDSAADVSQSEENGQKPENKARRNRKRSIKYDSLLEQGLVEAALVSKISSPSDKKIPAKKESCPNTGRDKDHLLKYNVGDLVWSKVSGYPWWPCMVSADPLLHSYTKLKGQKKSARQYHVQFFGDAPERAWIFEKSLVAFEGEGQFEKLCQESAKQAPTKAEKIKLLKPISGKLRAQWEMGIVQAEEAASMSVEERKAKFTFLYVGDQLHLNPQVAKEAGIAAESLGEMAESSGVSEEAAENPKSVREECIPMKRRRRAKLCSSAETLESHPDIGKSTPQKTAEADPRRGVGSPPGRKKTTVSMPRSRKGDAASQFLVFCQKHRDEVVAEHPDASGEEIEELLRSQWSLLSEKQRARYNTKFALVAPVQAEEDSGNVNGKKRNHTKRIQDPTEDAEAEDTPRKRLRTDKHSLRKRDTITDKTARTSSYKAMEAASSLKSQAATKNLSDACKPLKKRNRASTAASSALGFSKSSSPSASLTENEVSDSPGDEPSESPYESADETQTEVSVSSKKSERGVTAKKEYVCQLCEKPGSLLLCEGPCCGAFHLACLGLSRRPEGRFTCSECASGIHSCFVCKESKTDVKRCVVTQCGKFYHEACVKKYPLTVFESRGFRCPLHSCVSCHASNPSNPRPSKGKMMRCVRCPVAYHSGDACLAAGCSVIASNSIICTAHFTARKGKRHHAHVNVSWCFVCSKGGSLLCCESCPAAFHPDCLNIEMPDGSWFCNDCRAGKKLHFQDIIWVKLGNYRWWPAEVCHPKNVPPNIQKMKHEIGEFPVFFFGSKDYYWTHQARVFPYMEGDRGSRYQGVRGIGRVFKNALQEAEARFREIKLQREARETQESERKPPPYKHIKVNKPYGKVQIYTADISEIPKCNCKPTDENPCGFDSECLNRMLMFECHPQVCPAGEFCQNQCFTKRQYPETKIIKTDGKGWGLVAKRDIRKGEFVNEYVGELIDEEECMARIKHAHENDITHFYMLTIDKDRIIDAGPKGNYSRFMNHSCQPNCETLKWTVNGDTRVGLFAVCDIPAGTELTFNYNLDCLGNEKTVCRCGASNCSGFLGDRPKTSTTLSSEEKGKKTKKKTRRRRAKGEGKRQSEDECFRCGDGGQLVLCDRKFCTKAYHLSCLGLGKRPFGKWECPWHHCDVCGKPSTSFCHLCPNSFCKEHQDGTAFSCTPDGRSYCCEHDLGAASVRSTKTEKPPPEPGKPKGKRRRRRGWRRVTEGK
# SR-BI HDL uptake: mouse SR-BI HDL lipid transfer inhibition. Q61009. ldlA[mSR-BI] CHO cells, DiI-HDL uptake fluorescence, 3 h. inhibition, % at 12.5 µM. actives 0.96% (n = 320,000);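 active = mean replicate inhibition of at least 70% and a set share of replicates each scoring 70 or more; inconclusive = meets just one of the two criteria; inactive = fails both criteria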;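 note: 0% = median of neutral control wells and 100% = median of positive control wells; values of inactives mirror those of a sister screen read the other way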
# CDK5 p35 inh: CDK5/p35 (human) kinase inhibition | actives 0.01% (n = 330,000) | AID 488839 | Q00535+Q15078 | Recombinant CDK5/p35, ADP-Glo luminescence, 60 min | inhibition, % at 10 µM;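 active = highest replicate inhibition of at least 50% and at least 75% of replicates reaching 50%; inconclusive = only one of the two criteria met; inactive = both criteria failed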;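 note: plate controls were DMSO neutral control for no effect and GW8510 at 10 µM for full effect; many of its hits are not listed in these tables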
# PvdQ inh: P. aeruginosa PvdQ acylase inhibition; purified PvdQ acylase, fluorescence plate reader; inhibition, % at 10 µM; actives 0.063% (n = 340,000); AID 488965; in the data active = inhibition above about 30%, passing the limit was not always enough; inconclusive = no clear call, values can overlap the other calls;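 note: 0% = vehicle neutral wells and 100% = reference inhibitor wells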
# MITF TRPM1 HTS: increases MITF-driven TRPM1 promoter luciferase signal | SK-MEL-5 TRPM1-promoter luciferase, 24 h; % of positive control, neutral wells = 0 | activation, % at 12.5 µM | actives 0.75% (n = 300,000) | AID 588334;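 active = mean activation of at least 80% with every replicate also reaching 80%; inconclusive = mean reaches 80% but some replicate falls short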;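 note: 0% = neutral control wells and 100% = parthenolide positive control wells; values of inactives mirror those of a sister screen read the other way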
# An asterisk follows results filed as active; ? = inconclusive; · = not tested or not shown.
SMILES,V-ATPase pH,HTR5A ag ctr,HTR5A inv ag,dFosB act,Wnt bcat act,NSD2 HMT inh,SR-BI HDL uptake,CDK5 p35 inh,PvdQ inh,MITF TRPM1 HTS
O=C(Nc1cccc(S(=O)(=O)NC2=NCCC2)c1)c1ccccc1OC(F)F,5,3,-10,0,-3,16,-3,2.0,-10,-14
Cc1ncc(CSc2nnnn2-c2ccccc2)c(N)n1,2,0,-5,2,-1,-1,-1,0.2,-9,-6
O=C1C(c2ccncc2)=C(O)c2ccccc21,1,-2,25,-3,-1,5,-4,2.9,-28,24
Cc1ccc(S(=O)(=O)NC(=O)NCc2ccco2)cc1,-1,-1,4,-5,-5,2,-20,0.5,4,6
CCOC(=O)C1CCN(Cc2ccc(N(C)C)cc2)CC1,1,1,0,4,·,1,-10,-2.1,-7,·
O=C(Cc1csc(NC(=O)Nc2ccc(Cl)cc2)n1)NC1CCCC1,8,0,3,?,3,2,21,1.6,11,18
Cc1nnc(Sc2cc(C(=O)NCCCOC(C)C)c3ccccc3n2)s1,1,-2,-7,-15,-2,5,16,4.6,-13,-3
O=C(COC(=O)c1ccco1)NCC1CCCO1 (centres undefined),·,3,7,-11,-1,4,-24,1.6,-4,·
O=C(CSc1nnc(-c2ccco2)o1)N1c2ccccc2CCc2ccccc21,-1,0,-1,-3,·,1,-19,-1.8,-9,-2
O=C(CN1C(=O)NC2(CCCC2)C1=O)NCCc1ccccc1,2,7,13,-3,1,40,-22,-1.2,-15,3
Cc1ccc(N(C)S(=O)(=O)c2cc(-c3cnc(C4CC4)o3)ccc2C)cc1,5,-3,4,-15,-2,-5,0,-1.4,17,0
O=C(Nc1cc(=O)[nH]c2ncnn12)c1ccc(Cl)cc1Cl,1,10,-28,-29,·,1,-11,3.8,9,5
Cc1noc(C)c1C(=O)OC(C)C(=O)Nc1ccc2c(c1)OCO2 (centres undefined),-1,-1,5,-2,0,-1,2,-0.3,-8,0
Cc1ccc(C)c(OCCC(=O)OCC(=O)c2ccc3c(c2)NC(=O)CO3)c1,1,10,-31,1,-2,0,8,1.0,2,9
Cc1ccc(-n2ccnc(SCC(=O)NC3CCCCC3)c2=O)cc1F,-2,2,-5,-11,-3,1,-27,-2.7,-13,-4
COc1ccc(OC)c(-c2csc(NC(=O)CN3C(=O)NC4(CCCC4)C3=O)n2)c1,-3,1,-5,-7,1,2,25,-0.9,4,2
Cc1cnc(NC(=O)COc2cccc3c2OC(C)(C)C3)s1,0,5,-62,-2,·,·,23,-0.7,-2,-6
CC(=C1C(=O)c2ccccc2C1=O)N1CCc2ccccc2C1,5,0,-7,1,-1,·,5,-0.8,-10,1
Cc1ccc2c(c1)N(Cc1ccncc1)C(=O)C(C)O2 (centres undefined),3,5,-23,3,·,-1,-19,3.3,-20,14
COc1ccc(C(=O)C[n+]2ccc3c(c2)nc(-c2ccc(OC)cc2OC)n3C)cc1,-5,2,-5,-4,0,2,12,0.9,-3,-30
NS(=O)(=O)c1ccc(CNC(=O)/C=C/c2ccc(S(=O)(=O)N3CCOCC3)cc2)cc1,3,4,-3,6,-4,10,14,-1.7,-9,13
CCOC(=O)[C@H]1NN=C(C(=O)OC)[C@@H]1c1ccccc1,3,2,-16,1,-4,-1,-19,-0.1,5,7
NN1C(=O)c2cccc3c(C(=O)O)ccc(c23)C1=O,1,2,0,-4,9,0,-20,-0.6,-8,-4
CCOC(=O)N1CCN(CC(O)COc2ccccc2C(C)CC)CC1 (centres undefined),4,-2,4,-1,·,-1,-16,-1.6,4,-5
O=C(c1ccc(CS(=O)(=O)c2ccc(Br)cc2)o1)N1CCOCC1,2,0,-1,0,-1,·,-17,-1.3,12,12

# Going on with the list.
SMILES,V-ATPase pH,HTR5A ag ctr,HTR5A inv ag,dFosB act,Wnt bcat act,NSD2 HMT inh,SR-BI HDL uptake,CDK5 p35 inh,PvdQ inh,MITF TRPM1 HTS
CCN(CC)S(=O)(=O)c1ccc(C(=O)Nc2ccc3c(c2)OCO3)cc1,1,-2,5,0,-7,2,37,0.4,-8,0
Cc1ccc(S(=O)(=O)N2CCCC2CNC(=O)C(=O)NC2CC2)cc1 (centres undefined),1,0,1,-6,8,6,-4,-2.0,2,-17
Cc1[nH]c2ccccc2c(=O)c1CN(C)Cc1ccccc1,-1,-1,-14,-7,2,-5,-8,0.3,-6,37
Cc1nc2c(C#N)cnn2c2c1CCNN2C,0,0,1,-5,1,·,-4,1.0,-8,2
CCCOc1ccc2c3c(c(=O)oc2c1)CCCC3,-1,1,-1,-15,·,·,-15,-0.2,-10,32
CN1N=C(c2ccc(F)c(F)c2)CSC1=NCc1ccccc1,-1,-2,5,1,1,-2,-5,-1.6,-11,3
COc1ccccc1-c1csc(-n2ncc(C#N)c2N)n1,-1,2,-6,1,3,-5,33,1.3,-15,8
CCn1c(SCc2nc3ccccc3c(=O)[nH]2)nc2ccccc2c1=O,-6,-2,5,3,·,0,7,-0.8,0,1
O=C(c1ccccc1)[C@@H]1[C@@H]2C(=O)N(c3ccc(F)cc3)C(=O)[C@@H]2C2CCCN21 (some centres undefined),-1,4,-3,-9,4,-2,-4,-1.2,-12,·
COc1ccc(C)cc1NC(=O)C(OC(=O)CNC(=O)c1cc(C)cc(C)c1)c1ccccc1 (centres undefined),4,-4,-21,-3,-9,0,31,-2.9,0,6
CCN(C(=O)COC(=O)c1cnc(C)cn1)C1CCS(=O)(=O)C1 (centres undefined),-8,6,-13,0,3,·,-14,0.6,10,3
CCN1CCN(CC(=O)Nc2cc3c(cc2C(C)=O)OCO3)CC1,-2,3,-19,-1,-1,10,·,0.2,-2,-1
Cc1cc(/C=C(\C#N)C(=O)O)c(C)n1CCC(C)C,-4,1,8,-11,2,·,-9,-1.4,-2,2
CCCn1c(SCC(=O)Nc2ccc3c(c2)OCO3)nc2c1c(=O)n(C)c(=O)n2C,-3,-1,2,5,-1,-5,-23,-0.6,17,-15
O=C(Nc1ccc(Cl)c(NC(=O)c2cccs2)c1)c1ccco1,0,1,-3,-14,2,21,22,2.4,14,·
COc1ccc(-c2ccc(CCC(=O)O)n2CC2CCCO2)cc1 (centres undefined),1,3,-13,-9,0,2,-13,-5.5,-28,-5
CCOC(=O)N1CCN(S(=O)(=O)c2ccc(C)c(C)c2C)CC1,-1,-2,20,-5,1,-2,13,-0.2,-2,-4
COc1ccc(C(CNC(=O)C(C)Oc2ccc(Br)cc2)N2CCOCC2)cc1 (centres undefined),-2,-8,5,2,1,-4,-8,0.1,-9,13
O=C(NCc1ccc(Cl)c(Cl)c1)c1ccc2c(c1)OCO2,6,8,-31,-11,3,-2,-29,1.6,2,-9
CCCC1=[N+](CC(=O)c2ccc(Br)cc2)CCn2cccc21,1,0,-8,-6,-5,3,33,-3.2,-15,·
COc1cccc(C(=O)Nc2ccc(S(=O)(=O)Nc3cc(C)nc(C)n3)cc2)c1,1,-2,5,-4,-3,·,-4,-1.7,-12,-3
Cc1ccc(OCC(=O)Nc2cccc3c2CCCC3)cc1C,3,4,-30,-2,-1,0,-9,-0.8,-22,1
CC(=O)N1CCN=C1SCc1ccc(Br)cc1,-1,-1,2,0,-1,·,-14,-0.7,-15,26
COc1ccc(CCC(=O)Nc2nccs2)cc1OC,0,2,-8,-4,-2,-2,3,-0.1,-10,-6
Cc1ccc(-c2cc3nc(-c4ccc(Br)cc4)cc(N)n3n2)cc1,-3,2,-5,-10,7,0,-1,2.3,2,-13

# Arranged by molecular weight (largest number first): part of the list above
SMILES,V-ATPase pH,HTR5A ag ctr,HTR5A inv ag,dFosB act,Wnt bcat act,NSD2 HMT inh,SR-BI HDL uptake,CDK5 p35 inh,PvdQ inh,MITF TRPM1 HTS
O=C(c1ccc(CS(=O)(=O)c2ccc(Br)cc2)o1)N1CCOCC1,2,0,-1,0,-1,·,-17,-1.3,12,12
Cc1ccc(S(=O)(=O)N2CCCC2CNC(=O)C(=O)NC2CC2)cc1 (centres undefined),1,0,1,-6,8,6,-4,-2.0,2,-17
CC(=O)N1CCN=C1SCc1ccc(Br)cc1,-1,-1,2,0,-1,·,-14,-0.7,-15,26

# (list continues)
SMILES,V-ATPase pH,HTR5A ag ctr,HTR5A inv ag,dFosB act,Wnt bcat act,NSD2 HMT inh,SR-BI HDL uptake,CDK5 p35 inh,PvdQ inh,MITF TRPM1 HTS
Clc1ccc(C2=CSC3=NCCN23)c(Cl)c1,0,-4,-25,2,3,6,·,3.2,-73,·
Cc1ccc(C(=O)NC2CCCCNC2=O)cc1C (centres undefined),0,2,-6,0,0,-1,6,-4.9,-4,57
O=C(CSCc1ccc(Cl)cc1Cl)Nc1nccs1,-3,-1,4,2,0,2,-2,0.2,-16,18
CCN(CC)c1ccc(N=Cc2c(C)[nH]c3ccccc23)cc1,0,-1,3,3,-1,21,-6,1.0,4,-5
CSc1ccc(CSCC(=O)N2CCN(S(=O)(=O)c3ccc(C)cc3C)CC2)cc1,-1,2,4,-7,-1,-1,4,-1.3,-8,-7
CN1CCN(C(=O)CCN2C(=O)c3ccccc3C2=O)CC1,1,-5,-20,1,0,-5,-13,0.3,-4,4
Cc1c(Br)c([N+](=O)[O-])nn1C(C)C(=O)N1CCCc2ccccc21 (centres undefined),0,-3,-1,-10,·,1,-1,-1.5,-5,-5
Cc1cc(-c2ccccc2)nc(N/N=C/c2ccc(N(C)C)cc2)n1,1,-7,11,-5,0,9,40,-0.9,-4,·
COC(=O)c1ccc(C(=O)OC)c(NC(=S)N2CCN(c3cc(Cl)ccc3C)CC2)c1,0,0,8,-3,·,-5,62,-2.9,-6,-7
OCc1nc2ccccc2n1CCOc1ccccc1,1,0,-3,-3,0,-3,3,-1.8,-3,·

# Among those listed so far, four have fluorine.
SMILES,V-ATPase pH,HTR5A ag ctr,HTR5A inv ag,dFosB act,Wnt bcat act,NSD2 HMT inh,SR-BI HDL uptake,CDK5 p35 inh,PvdQ inh,MITF TRPM1 HTS
O=C(Nc1cccc(S(=O)(=O)NC2=NCCC2)c1)c1ccccc1OC(F)F,5,3,-10,0,-3,16,-3,2.0,-10,-14
Cc1ccc(-n2ccnc(SCC(=O)NC3CCCCC3)c2=O)cc1F,-2,2,-5,-11,-3,1,-27,-2.7,-13,-4
CN1N=C(c2ccc(F)c(F)c2)CSC1=NCc1ccccc1,-1,-2,5,1,1,-2,-5,-1.6,-11,3
O=C(c1ccccc1)[C@@H]1[C@@H]2C(=O)N(c3ccc(F)cc3)C(=O)[C@@H]2C2CCCN21 (some centres undefined),-1,4,-3,-9,4,-2,-4,-1.2,-12,·

# Rows are unselected; any-hit rate near 5%.
